Assay outcomes from PubChem.
CSM14.1 death rescue: rescue of cells from ER stress-induced death, primary screen, 384-well, CSM14.1, thapsigargin, ATP luminescence (AID 1222); cellular ATP content (survival), % at 20 µM; hits with a dose series show EC50 in µM; 190,000 tested, under 10 active; CSM14.1 thapsigargin-induced death rescue, ATP luminescence; higher % means a stronger effect;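 active = EC50 below 50 µM in the dose-response confirmation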;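 note: death triggered by thapsigargin at about 15 µM added after 2 h compound pretreatment; cell ATP read after overnight thapsigargin exposure of roughly 18 to 22 hours; normalized against plate controls of thapsigargin alone and 5% DMSO vehicle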
NTR1 ag: agonists of NTR1, primary screen, imaging, U2OS cells, beta-arrestin-GFP, high content (AID 493036); actives 0.17% (n = 330,000); activation, % at 20 µM; Neurotensin receptor type 1 (Homo sapiens), P30989; NTR1-U2OS beta-arrestin-GFP spot imaging, agonist mode;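 active = activation at or above 40% of the spot to cytoplasm intensity ratio, with at least 20 cells analyzed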;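 note: 0% = DMSO without peptide and 100% = 100 nM NTR1 peptide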
Target sequence (P30989 whole entry, looked up): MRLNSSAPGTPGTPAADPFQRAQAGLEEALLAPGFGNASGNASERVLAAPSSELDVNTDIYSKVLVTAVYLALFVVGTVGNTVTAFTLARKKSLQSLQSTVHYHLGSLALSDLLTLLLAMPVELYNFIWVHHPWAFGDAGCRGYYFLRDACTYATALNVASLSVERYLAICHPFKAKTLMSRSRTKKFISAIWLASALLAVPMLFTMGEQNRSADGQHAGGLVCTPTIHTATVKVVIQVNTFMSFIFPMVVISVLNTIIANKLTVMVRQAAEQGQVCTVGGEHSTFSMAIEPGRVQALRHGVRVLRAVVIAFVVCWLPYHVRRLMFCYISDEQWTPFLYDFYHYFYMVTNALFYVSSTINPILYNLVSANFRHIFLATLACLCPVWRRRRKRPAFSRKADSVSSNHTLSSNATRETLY
HEK293 NOD2/NF-kB: NOD2 signaling inhibitors, cell-based, luminescence, uHTS, HEK293 (AID 1566); HEK293 NOD2/NF-kB luciferase reporter, luminescence; higher % means a stronger effect; actives 0.63% (n = 290,000); inhibition, % at 4 µM; hits with a dose series show EC50 in µM; note: many of its hits are not listed in these tables
Yfh1-depleted yeast: enhancers of respiration in Yfh1-depleted yeast, dose response, Friedreich's ataxia, plus single-dose screen (AID 1465). actives 0.074% (n = 220,000). S. cerevisiae Yfh1-off respiration, WST-1 reduction, 72 h; higher fold induction means a stronger effect. one-dose fold induction at 50 µM; EC50 in µM for titrated hits;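 active = fold induction of absorbance versus untreated yeast above a set limit, then at least 30% activation at any dose in follow-up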;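 note: activators that raise dye reduction in frataxin-depleted yeast; strong numbers were not always called active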
TNAP activators: human TNAP enzyme activators, primary screen, biochemical, luminescent, no phosphate acceptor, uHTS (AID 1001) | Alkaline phosphatase, tissue-nonspecific isozyme (Homo sapiens) | purified TNAP, luminescent activation assay, no phosphate acceptor; higher activation fold means a stronger effect | one-dose activation fold at 20 µM; EC50 in µM for titrated hits | actives 0.03% (n = 200,000); in the data active = activation fold from about 3, or a potency from the dose series; inactive = the rest, 99 in 100 with activation fold below about 1.6; note: many of its hits are not listed in these tables
KOR beta-arrestin-1: KOR agonists, beta-arrestin recruitment, primary screen, cell-based, luminescence, uHTS (AID 1777). actives 0.02% (n = 280,000). KOR beta-arrestin recruitment, luminescence; higher % means a stronger effect. Kappa-type opioid receptor (Homo sapiens). activation, % at 10 µM, or EC50 in µM where a hit was titrated; in the data active = activation above about 50%, passing the limit was not always enough; note: a part of the inactive calls stands beside numbers as strong as those of hits
GPR55 beta-arrestin: GPR55 agonists via beta-arrestin recruitment, primary screen, imaging, U2OS cells, beta-arrestin-GFP redistribution (AID 1961); G-protein coupled receptor 55 (Homo sapiens); U2OS GPR55 beta-arrestin-GFP redistribution imaging; higher % means a stronger effect; activation, % at 10 µM; hits with a dose series show EC50 in µM; actives 0.048% (n = 290,000);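 active = activation above 40% with more than 50 cells counted in the well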;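 note: U2OS osteosarcoma cells stably expressing GPR55 and beta-arrestin-GFP; plate controls were DMSO negative control for no effect and LPI positive control for full effect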
NOD1 NF-kB reporter: NOD1 signaling inhibitors, primary screen, cell-based, luminescence, uHTS (AID 1578) | NOD1-driven NF-kB luciferase reporter cells, luminescence; higher % means a stronger effect | one-dose inhibition, % at 4 µM; EC50 in µM for titrated hits | actives 1% (n = 290,000); in the data active = inhibition mostly above about 36%, no sharp cut-off; inactive = mostly below about 34%;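 note: HEK-293T reporter cells stimulated with the NOD1 agonist gamma-tri-DAP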
KOR beta-arrestin-2: KOR antagonists, beta-arrestin recruitment, cell-based, luminescence, uHTS (AID 1778). Kappa-type opioid receptor (Homo sapiens). KOR beta-arrestin recruitment, luminescence, antagonist mode; higher % means a stronger effect. inhibition, % at 10 µM; hits with a dose series show IC50 in µM. actives 0.091% (n = 290,000); note: strong numbers were not always called active
NTR1 ag cell count 20 µM: second read-out of NTR1 ag, no call of its own (marks repeat the call); cell count; measured here: cell count, cytotoxicity flag
The depositor's hits bear a star; i = inactive; / = not tested or not shown; [ ] = another dose, or the depositor's remark. Cut-off read from the data, not from the text of the source, unless noted: active = inhibition above about 50%; inactive = the rest.

Order of results: CSM14.1 death rescue | NTR1 ag | NTR1 ag cell count 20 µM | HEK293 NOD2/NF-kB | Yfh1-depleted yeast | TNAP activators | KOR beta-arrestin-1 | GPR55 beta-arrestin | NOD1 NF-kB reporter | KOR beta-arrestin-2
O=C1CCC(C(=O)Nc2cccc(S(=O)(=O)N3CCOCC3)c2)N1 (stereo not drawn)
  -0.3% | 2.0 | 57 | 4% | i | 1.1 | -3.1% | 0.9% | -30% | -14%
O=C(N/N=C/c1ccncc1)c1cccs1
  / | -1.4 | 107 | 2% | / | / | 33% | 0.4% | 6% | 10%
CC(=O)Nc1cccc(C(=O)OCc2ccc([N+](=O)[O-])cc2)c1
  0.6% | -1.9 | 72 | 3% | i | 1.2 | -5.4% | -0.1% | -28% | -8%
COc1ccccc1-c1c(C(F)(F)F)oc2c(CN(C)C)c(O)ccc2c1=O
  / | 1.1 | 63 | 14% | / | / | -3.0% | 0.2% | -26% | 23%
CC(=O)Oc1ccc(C2OC(=O)c3ccccc3N2C(C)=O)cc1 (stereo not drawn)
  4.1% | 5.5 | 82 | 20% | i | 1.1 | 3.8% | -0.1% | 21% | -40%
O=C(COC(=O)c1cncc(Br)c1)NCc1ccco1
  -1.2% | 1.2 | 39 | -8% | i | 1.1 | 5.3% | 0.0% | 1% | -10%
CCOC(=O)N1CCN(C(=O)c2cc(-n3cnnc3)ccc2Cl)CC1
  1.7% | 0.1 | 40 | 6% | i | 1.1 | 2.5% | -0.1% | -1% | -10%
COc1ccc(NS(=O)(=O)c2ccc(NC(=O)C(CCSC)NC(N)=O)cc2)cc1 (stereo not drawn)
  / | 1.7 | 76 | 9% | i | / | / | -1.9% | 3% | -2%
O=C(COc1ccc(Cl)cc1[N+](=O)[O-])N1CCCCC1
  -1.2% | 2.5 | 38 | -9% | i | 1.1 | -3.7% | 0.1% | 2% | 10%
CC(=O)N1CCN(CCN=CC2=C(O)CC(C)(C)CC2=O)CC1
  2.6% | -1.1 | 51 | 2% | i | 1.2 | -3.1% | -0.1% | -16% | 24%
CC(C)CC(=O)Nc1ccc(Nc2ccccc2)cc1
  -1.8% | -0.1 | 76 | 10% | i | 1.1 | -7.8% | 0.3% | -7% | 18%
N#Cc1nc(COc2ccc(F)cc2)oc1N1CCCCC1
  2.3% | -0.6 | 49 | -18% | i | 1.1 | / | 0.5% | -2% | 0%[20 µM]
COc1ccc2cc(C#N)c(SCC(=O)N3CCCC3)nc2c1
  / | 4.4 | 59 | -6% | i | 1.1 | -1.6% | -0.1% | -22% | -4%
CCOCCOC(=O)COc1ccc2c(=O)c(Oc3ccc(OC)cc3)coc2c1
  / | 1.3 | 76 | -14% | / | / | 4.2% | -0.1% | 3% | -17%
CNC(=S)N/N=C/c1ccc(-c2ccc(C(=O)O)cc2)o1
  / | 2.1 | 51 | -1% | i | / | 4.0% | -0.3% | -7% | -4%
O=C(c1cnn(-c2nc3ccccc3s2)c1)c1ccccc1O
  -1.6% | 4.3 | 91 | -152% | i | 1.1 | -5.9% | -0.1% | -69% | 26%
Cc1cccc(NC(=S)NCCc2c[nH]c3ccccc23)c1
  -1.7% | 2.1 | 53 | 2% | i | 1.2 | -0.5% | -0.3% | -35% | -13%
COc1ccc(NC(=O)c2cccc(Cn3cc(Br)cn3)c2)cn1
  -2.9% | -1.1 | 57 | 6% | i | 1.1 | -5.4% | -0.3% | -28% | 16%
COc1ccccc1NC(=O)NCc1ccc2c(c1)OCO2
  -2.4% | 1.9 | 54 | 10% | i | 1.1 | 0.0% | -0.2% | -22% | 13%
COC(=O)c1ccccc1NC(=O)NC1CCCC1
  1.1% | 0.4 | 91 | 10% | i | 1 | -2.4% | -0.3% | -34% | 4%
COc1ccc(CN2C(=O)c3cccnc3C2=O)cc1S(=O)(=O)NCc1ccccc1
  / | -0.1 | 62 | 2% | / | / | 2.3% | -0.2% | -30% | 7%
Cc1c(C(N)=O)c(N)c(C(=O)c2ccccc2)n1-c1ccccc1
  -0.3% | 0.6 | 54 | 10% | i | 1.1 | -4.1% | -0.2% | 3% | 15%
COCCNC(=O)CSc1nnc(NC(=O)C2CC(=O)N(c3ccccc3OC)C2)s1 (stereo not drawn)
  / | 1.1 | 80 | -4% | / | / | 1.5% | 0.1% | -23% | -13%
CCC(Sc1nc(N)cc(=O)[nH]1)C(=O)Nc1cc(C)on1 (stereo not drawn)
  1.6% | 0.9 | 48 | 12% | i | 1 | -7.3% | 0.3% | 0% | -24%
COc1ccccc1N1CCN(C2CCCN(Cc3c(F)cccc3F)C2)CC1 (stereo not drawn)
  / | 0.3 | 53 | 0% | / | / | -3.7% | -0.3% | -4% | -16%[20 µM]
COc1ccc(NC(=O)COc2cccc(-n3cnnn3)c2)cc1
  / | 0.1 | 61 | 7% | / | / | 0.5% | -0.1% | -35% | 12%
Oc1c(Br)cc(/C=N/n2c(-c3ccccc3)n[nH]c2=S)cc1Br
  / | -0.8 | 48 | -51% | / | / | -2.5% | -0.2% | 19% | 11%
CCCCn1nnnc1SCC(=O)c1ccc(C)c(C)c1
  -1.8% | 0.5 | 57 | -4% | i | 1.2 | -2.6% | -0.2% | -39% | -25%
COCCC(=O)N1CCC(Oc2ccc(C(=O)N(C)C(C)c3ccon3)cc2)CC1 (stereo not drawn)
  / | -0.6 | 72 | 8% | / | / | -0.3% | 0.3% | -25% | -13%
CN1C(=O)C(C)(C)c2cc(S(=O)(=O)NCc3ccc(C(=O)NCc4ccco4)cc3)ccc21
  / | -0.8 | 70 | 14% | / | / | -5.1% | 0.3% | -18% | 18%[20 µM]

Order of results: CSM14.1 death rescue | NTR1 ag | NTR1 ag cell count 20 µM | HEK293 NOD2/NF-kB | Yfh1-depleted yeast | TNAP activators | KOR beta-arrestin-1 | GPR55 beta-arrestin | NOD1 NF-kB reporter | KOR beta-arrestin-2
Cc1ccc2cc(C=O)c(N(C)C)nc2c1
  -1.2% | -0.4 | 72 | -6% | i | 1 | 4.8% | 0.6% | -28% | 8%
CC(=O)c1ccc(NC(=O)CSc2ccc(-c3sc(C)nc3C)nn2)cc1
  / | 2.8 | 57 | 24% | / | / | 5.2% | -0.1% | -14% | -29%
COCCNC(=O)C(c1ccc(C)cc1)N(C(=O)C(=O)NC1CCCC1)c1ccc2c(c1)OCCO2 (stereo not drawn)
  1.3% | 1.0 | 47 | 5% | i | 1.1 | / | -0.1% | 11% | -11%[20 µM]
O=c1oc2ccccc2cc1-c1nnc(NCc2ccco2)s1
  1.0% | -1.4 | 106 | -86% | i | 1.1 | 5.4% | -0.1% | -89% | -47%
O=C(Nc1ccc(OC(F)(F)F)cc1)Nc1cccc([N+](=O)[O-])c1
  -4.3% | 19 | 40 | -22% | i | 1 | 4.3% | 0.5% | 75%* | -56%
c1ccc2c(c1)Cn1nc(Cc3nc4c(s3)CCCC4)nc1-2
  -0.1% | -1.1 | 47 | -63% | i | 1.1 | 1.9% | -0.3% | -43% | -3%
Cc1ccccc1NC(=O)COC(=O)Cc1cccc(C(F)(F)F)c1
  2.8% | -0.7 | 84 | -29% | i | 1.1 | -5.1% | -0.3% | -2% | -20%
Cc1c(Br)c(C(F)(F)F)nn1CC(=O)NCc1ccccc1
  -1.2% | 1.0 | 41 | 7% | i | 1.1 | 2.6% | -0.3% | -18% | 34%
NC(=O)c1cccc(NC(=O)Nc2ccc(Cl)cc2)c1
  / | -1.6 | 100 | -13% | / | / | 5.7% | 0.3% | 9% | -35%
CCn1c2ccccc2c2cc(NC(=O)COC(=O)Cc3cn4ccsc4n3)ccc21
  / | / | / | 4% | i | 1.2 | -4.5% | -0.2% | -10% | -34%
O=C(NCc1nc(-c2ccc(Cl)cc2)no1)c1ccc2c(c1)OCO2
  / | -2.2 | 45 | -7% | / | / | -2.0% | -0.2% | -22% | -15%
OCc1nc2ccccc2n1CC(O)Cn1ccc2ccccc21 (stereo not drawn)
  / | -0.3 | 43 | 21% | i | 1.1 | -0.6% | -0.1% | 29% | -19%
COc1ccc(C(=O)OCC(=O)C(C)(C)C)cc1S(=O)(=O)N(C)CCc1cccnc1
  / | -0.9 | 81 | 22% | / | / | -7.3% | 0.0% | -3% | 5%
CCOc1cc(/C=N/NC(=O)c2ccncc2)ccc1OC(=O)c1ccco1
  / | 2.8 | 73 | 8% | / | / | 3.2% | 0.2% | -30% | -15%
Cc1ccc(/C=N/N2C(=O)c3ccccc3NC2c2ccc(C)cc2)cc1 (stereo not drawn)
  -2.2% | 10 | 71 | -69% | i | 1 | -1.4% | -0.2% | 24% | 7%
CCCC(=O)OCC(=O)NC1CCCc2ccccc21 (stereo not drawn)
  1.5% | 4.0 | 76 | -3% | i | 1.1 | -4.0% | 1.2% | -28% | 13%
COc1cc2c(cc1OC)/C(=C/C#N)NC(C)(C)C2
  -0.7% | -0.3 | 34 | 12% | i | 1 | 10% | 0.2% | 4% | 18%
Cc1cc2c(cc1C)/C(=C\C(N)=O)NC(C)(C)C2
  -0.1% | -0.2 | 55 | -10% | i | 1.1 | 3.2% | 0.2% | -29% | -25%
Clc1ccc(/C=N/Nc2nnc(-c3ncc[nH]3)c3ccccc23)cc1
  -2.2% | 4.4 | 75 | -40% | i | 0.9 | -4.7% | 0.0% | 13% | 22%
COc1ccc(/C=C/C(=O)c2cc3c(cc2N)OCO3)cc1
  -2.8% | 0.5 | 52 | -31% | i | 0.9 | -1.2% | -0.3% | -20% | 15%
O=Cc1cc([N+](=O)[O-])ccc1N1CCN(Cc2ccc3c(c2)OCO3)CC1
  / | 2.6 | 76 | 22% | / | / | -3.6% | -0.1% | -2% | -8%
CCOC(=O)Cc1csc(NC(=S)NC(=O)c2ccccc2)n1
  -1.1% | -0.3 | 71 | -10% | i | 0.9 | -2.7% | 0.3% | -14% | 18%
Cn1nc(-c2ccc(Cl)cc2)c2cc(C(=O)N3CCN(c4ccccn4)CC3)sc21
  2.2% | 18 | 50 | 33% | i | 1 | 7.4% | 0.6% | 50% | -10%
Cc1cccc2nc(-c3ccccc3)nc(N[C@@H](CO)c3ccccc3)c12
  -2.3% | 22 | 61 | -3% | i | 1.1 | 2.5% | 0.3% | 9% | 1%
COc1cc2c(C(=O)N3CCN(Cc4ccc5c(c4)OCO5)CC3)cn(C)c(=O)c2cc1OC
  0.0% | -1.5 | 94 | -3% | / | 1 | -0.1% | 1.1% | -32% | -8%
CCOC(=O)C1(Cc2cccc(OC)c2)CCN(Cc2cccn2-c2ccccn2)CC1
  -1.7% | 1.1 | 104 | 10% | i | 1.1 | -5.2% | 0.1% | -20% | 6%
CC(/C=N/NC(=O)CNc1n[nH]c(=O)[nH]c1=O)c1ccccc1 (stereo not drawn)
  / | 0.2 | 72 | 14% | i | / | -3.5% | -0.3% | 3% | 9%
CCOC(=O)N1CCN(C(=O)C2CCCN(S(=O)(=O)c3cc(C)ccc3OC)C2)CC1 (stereo not drawn)
  -1.5% | -0.3 | 45 | 12% | i | 1.1 | -5.1% | -0.1% | 6% | -8%

A portion of the library. The share of hits here may be higher or lower than overall.
